Source: PubChem (National Center for Advancing Translational Sciences (NCATS))
Tau fil binding: binds recombinant human tau filaments; Potency, µM (doses to about 57.1 µM), for the others: at the top dose activity change, negative = inhibition; actives 2% (n = 71,000); recombinant tau filaments, thioflavin S fluorescence, 15 h; filaments grown with octadecylsulfate alongside compound;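 also: potency is read from the fitted curve at half-maximal effect; % is scaled to controls: 0 for no effect and ±100 for the full control effect; actives lower thioflavin S fluorescence by blocking filaments or displacing dye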
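Recombinant tau protein (human, 1 uM final) plus 30 uM ODS in HEPES pH 7.4 with NaCl, DTT and thioflavine S. Compound present from the start; fluorescence at 510 nm after 15 h, 37 C.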
Ub-GFP proteasome: proteasome inhibitors stabilizing ubiquitin-GFP reporter. Ubiquitin-GFP reporter cells, proteasome inhibition, GFP fluorescence; response scale: untreated = 0%, 10 µM MG-132 = 100%. 67,000 tested, under 10 active. Potency, µM (titrated, usually from 45.9 µM), inactives show at the top dose activation (GFP accumulation), hits mostly activators; active = well fitted activation curve with a large enough effect, not every such curve was filed as active; inconclusive = small, poorly fitted or top-dose-only effect, or another doubt; inactive = no such curve, though single readings can be large or run the other way; also: potency is read from the fitted curve at half-maximal effect
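GFP accumulation read-out: laser plate cytometry counting ubiquitin(G76V)-GFP-expressing U2OS cells after 4 hr compound exposure at 37 °C. Titrations spanned 46 uM to 2.9 nM; 0% = basal, 100% = 10 uM MG-132; concentration-response curves fitted.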
FLuc inh: inhibitors of firefly luciferase. P08659. purified firefly luciferase, luminescence, 8 min. Potency, µM (series often up to 57.1 µM), inactives show at the top dose activity change, negative = inhibition, actives largely listed as inhibitors. actives 2.2% (n = 72,000). AID 411; also: potency is read from the fitted curve at half-maximal effect; % is scaled to controls: 0 for no effect and ±100 for the full control effect; nearly all actives have a fitted effect of over 40% in size
Target sequence (P08659 whole entry, looked up): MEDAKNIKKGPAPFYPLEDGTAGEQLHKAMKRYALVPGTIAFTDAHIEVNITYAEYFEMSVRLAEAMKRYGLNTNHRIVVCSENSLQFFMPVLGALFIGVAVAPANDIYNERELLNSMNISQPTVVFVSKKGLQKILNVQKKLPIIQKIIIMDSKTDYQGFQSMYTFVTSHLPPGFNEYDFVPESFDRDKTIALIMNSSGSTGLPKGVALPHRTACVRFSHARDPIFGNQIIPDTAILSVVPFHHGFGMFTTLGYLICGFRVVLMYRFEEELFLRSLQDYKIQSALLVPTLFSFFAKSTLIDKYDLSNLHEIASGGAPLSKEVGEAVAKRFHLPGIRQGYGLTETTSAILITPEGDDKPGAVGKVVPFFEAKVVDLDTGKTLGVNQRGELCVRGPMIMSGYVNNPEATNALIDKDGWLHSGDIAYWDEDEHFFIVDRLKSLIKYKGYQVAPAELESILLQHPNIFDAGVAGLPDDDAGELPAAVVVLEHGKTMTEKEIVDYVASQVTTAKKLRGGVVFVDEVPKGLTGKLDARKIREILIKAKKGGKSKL
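Firefly luciferase (PKLight detection mix) with 10 uM ATP in pH 7.2 imidazole buffer (KCl, MgCl2, Tween 20, BSA). Compounds tested across a concentration series (qHTS). Luminescence read after 8 min at ambient temperature.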
ERK AVP block: blocks ERK signaling stimulated by vasopressin. HEK293-V1b, vasopressin-stimulated pERK AlphaScreen. AID 995. Potency, µM (series often up to 57.5 µM), inactives show at the top dose activity, negative = inhibition, usual class: inhibitors. actives 0.99% (n = 72,000); also: potency is read from the fitted curve at half-maximal effect; % is scaled to controls: 0 for no effect and ±100 for the full control effect; nearly all actives have a fitted effect of over 55% in size
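HEK293 cells stably expressing V1b receptor, seeded overnight in 1% FBS, were treated with compounds for 30 min at 37C, then stimulated 5 min with 25 nM vasopressin; phospho-ERK read by AlphaScreen SureFire after lysis.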
15-hLO inh: inhibitors of human 15-lipoxygenase (ALOX15); Potency, µM (titrated, usually from 57.1 µM), for inactives: at the highest dose activity change, negative = inhibition, usual class: inhibitors; actives 1.4% (n = 74,000); purified 15hLO-1, xylenol orange hydroperoxide absorbance; AID 887; P16050; also: potency is read from the fitted curve at half-maximal effect; % is scaled to controls: 0 for no effect and ±100 for the full control effect; nearly all actives have a fitted effect of over 55% in size
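Purified human 15hLO-1 (40 nM final) in 25 mM Hepes pH 7.5, 0.01% Triton X-100 was preincubated with compound 15 min at room temperature, then reacted 6 min with 50 uM arachidonic acid; hydroperoxide detected by Fe-XO, 573/405 nm absorbance ratio.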
HBB splicing: alters splicing of the hemoglobin beta chain | HBB splicing reporter cell assay, activation; EGFP reporter with mutant IVS2-654 intron; response scale: normalised to 500 nM splice-correcting PNA | Potency, µM (top dose mostly 46.1 µM), inactives show at the top dose activation, usual class: activators | actives 0.06% (n = 65,000); also: potency is read from the fitted curve at half-maximal effect; 0% is about no effect
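Compounds were applied for 2 days to HeLa EGFP-654 cells, 500/well in Optimem with 2% FCS. The reporter's EGFP is disrupted by mis-splicing of beta-globin intron IVS2-654. Readout: summed well GFP fluorescence from 488 nm laser scanning; reference was 500 nM antisense […] 654 PNA.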
HADH2 inhib: HADH2 (human) dehydrogenase inhibition. Potency, µM (doses to about 57.1 µM), inactives show at the top dose activity change, negative = inhibition, actives largely listed as inhibitors. recombinant HADH2, NADH fluorescence, beta-hydroxybutyryl-CoA. Q99714. actives 3.4% (n = 73,000); also: potency is read from the fitted curve at half-maximal effect; % is scaled to controls: 0 for no effect and ±100 for the full control effect; nearly all actives have a fitted effect of over 60% in size; many of its hits are not listed in these tables
Target sequence (Q99714 whole entry, looked up, one chain of several): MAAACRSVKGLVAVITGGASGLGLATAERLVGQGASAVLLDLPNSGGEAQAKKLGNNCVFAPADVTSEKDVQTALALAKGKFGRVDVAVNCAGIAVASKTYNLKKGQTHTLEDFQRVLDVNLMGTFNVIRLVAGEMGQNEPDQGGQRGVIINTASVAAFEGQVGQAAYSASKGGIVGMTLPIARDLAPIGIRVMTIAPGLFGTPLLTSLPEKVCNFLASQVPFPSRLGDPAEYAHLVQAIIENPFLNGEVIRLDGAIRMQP
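20 nM HADH2 + cpd, 15 min RT; add 1 mM NAD+/90 uM beta-hydroxybutyryl-CoA; kinetic fluorescence 360/450 nm, 4 min. Tris-HCl pH 9.0, 0.01% Tween-20.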
Pol III holo inh: inhibitors of bacterial DNA polymerase III holoenzyme | reconstituted DNA polymerase III holoenzyme replication, biochemical | Potency, µM (top dose mostly 57.1 µM), for the others: top-dose activity change, negative = inhibition | actives 0.25% (n = 71,000) | AID 603; also: potency is read from the fitted curve at half-maximal effect; % is scaled to controls: 0 for no effect and ±100 for the full control effect
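Reconstituted *E. coli* holoenzyme (0.35 nM Pol III, 1 nM beta, 154 nM SSB, 2 nM primase) was preincubated with compound for 15 min at RT. Synthesis on 1.4 nM ssM13Gori ran 35 min, then was stopped with PicoGreen/EDTA and read as dsDNA fluorescence.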
CRE-bla Fsk: CRE-bla signaling modulation under forskolin stimulation; CHO CRE-bla reporter (cAMP response element driving beta-lactamase), forskolin EC10, beta-lactamase ratio; Potency, µM (titrated, usually from 38.2 µM), inactives show at the highest dose activity change, negative = inhibition, actives largely listed as activators; actives 2.5% (n = 71,000); active = well fitted activation curve with a large enough effect in the signal ratio, with a control signal flat, not every such curve was filed as active; inconclusive = small, poorly fitted or top-dose-only effect, or effect the other way, or a change in a side signal; the % refers to the signal ratio; also: potency is read from the fitted curve at half-maximal effect; % of control where 0% means no effect
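qHTS titration format; CRE-bla CHO reporter; stimulus EC10 NKH 477, a water-soluble forskolin. Read: CCF4 460/530 nm ratio. Potency expressed as AC50 for activators or inhibitors.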
Hsp90 Hop PPI: changes Hsp90-Hop TPR2A binding signal, up or down; AlphaScreen TPR2A-His6 binding biotin-Hsp90 C-terminal peptide; actives 0.44% (n = 71,000); Potency, µM (top dose mostly 57 µM), for the others: at the top dose activity change, negative = inhibition; AID 595; active = well fitted curve in either direction with a large enough effect; inconclusive = small, poorly fitted or top-dose-only effect, or another doubt; also: potency is read from the fitted curve at half-maximal effect; % is scaled to controls: 0 for no effect and ±100 for the full control effect; many of its hits are not listed in these tables
GFP derepression: derepresses silenced GFP locus in mouse C127i cells; mouse C127i GFP locus derepression, cytometry, 30 h; Potency, µM (series often up to 46.1 µM), for inactives: top-dose GFP derepression (activation); actives 0.09% (n = 68,000); AID 597; also: % of control where 0% means no effect
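Murine C127i mammary cells carrying a silenced, stably integrated CMV-driven GFP reporter were treated with compound for 30 hours at 37 C. After PBS washes, GFP-positive cells were counted by laser-scanning microplate cytometry.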
Numbers without * were called inactive; ? = inconclusive; . = not tested or not shown; [ ] = dose if it differs, or a comment. Unless noted, calls follow the shape of the dose curve; as a rule, active = well fitted curve in the direction sought with a large enough effect; inconclusive = small, poorly fitted or top-dose-only effect, or another doubt; inactive = no such curve, though single readings can be large; an effect the other way counts as inactive or inconclusive. Not all compounds are listed (hit frequency here may not be typical).

SMILES	Tau fil binding	Ub-GFP proteasome	FLuc inh	ERK AVP block	15-hLO inh	HBB splicing	HADH2 inhib	Pol III holo inh	CRE-bla Fsk	Hsp90 Hop PPI	GFP derepression
CCCCCCCCCCCCC/C=C\[C@H](O)[C@H](N)CO	-12%	-2%	-3%	.	.	1.9%	7%	-6%	-5%	-11%	-2%
CCOC(=O)N1CCN(C(=O)c2oc3ccc(S(=O)(=O)N4CCOCC4)cc3c2C)CC1	-5%	-8%	0%	17%	-3%	-1.5%	1%	0%	-9%	-5%	0%
Cc1cc(NC(=O)CSc2nnc(-c3cccnc3)n2C)no1	-9%	-3%	-4%	-9%	3%	1.6%	8%	0%	-10%	0%	5%
COC(=O)[C@@]1(C)C=C[C@@H](Cc2ccccc2)N1C	-1%	.	.	3%	-8%	0.2%	10%	6%	-20%	-8%	.
Cc1c(C#N)c(N)c(C(=O)c2ccccc2)n1Cc1ccccc1	-13%	9%	1%	-21%	-6%	-0.7%	-11%	-8%	7%	-8%	2%
Cc1nc2nc(SCC(=O)NCc3ccco3)nn2c(C)c1Cc1c(F)cccc1Cl	53%	4%	2%	13%	-14%	0.1%	4%	-5%	?	-1%	6%
N#Cc1c(/N=C/c2cccs2)sc2c1CCCCC2	13µM*	1%	2µM*	16µM*	-10%	2.3%[57.5 µM]	-7%	7%	8%	?	4%
Cn1c(SCc2nc(-c3cccs3)no2)nnc1C1CCCCC1	-1%	0%	1%	-5%	-1%	0.1%	-3%	-4%	0%	-2%	8%
Cn1nc(C(=O)OCC(=O)N2CCc3ccccc32)c2ccccc2c1=O	-5%	-4%	-17%	-10%	11%	2.4%	-4%	3%	0%	-5%	-1%
COc1ccc2c(=O)cc(-c3ccccc3)oc2c1O	?	4%	-2%[11.4 µM]	-37%	8%[25.6 µM]	.	-7%	-7%	?	-7%	2%[9.22 µM]
CCN(CC)S(=O)(=O)c1ccc(C(=O)OCn2nnc3ccccc3c2=O)cc1	-2%	2%	0%	?	-3%	-1.4%	3%	-2%	-1%	4%	-2%
O=C(CSc1nc(N2CCCCC2)nc(N2CCCCC2)n1)NC1CCCCC1	-3%	9%	3%	5%	-6%	1.9%	-2%	-1%	-5%	-7%	-2%
CC(C)NC(=O)c1cc2c(-c3ccc(Cl)cc3)nn(C)c2s1	498%	-14%	3%	1%	-1%	-0.4%	8%	-7%	12%	-6%[2.3 µM]	.
O=C(c1cnn(-c2ccccc2)c1-n1cccc1)N1CCN(C2CCCCC2)CC1	18%	0%	2%	-4%	-1%	0.1%	3%	-7%	-2%	2%	0%
CCn1c(=O)cc(N2CCCCC2)[nH]c1=O	-2%	-14%	0%	0%	22%	-0.3%	-4%	-2%	?	-1%	6%
Cc1ccc(C)c2[nH]c(=O)c(C(c3nnnn3CCc3ccccc3)N3CCOCC3)cc12 (centres undefined)	-7%	-2%	-3%	-21%	5%	0.3%[57.5 µM]	-19%	1%	-4%	-4%	0%
COc1ccc(-n2c(Cc3cccn3C)nnc2SCC(=O)Nc2ccccc2OC)cc1	16%	3%	-1%	?	-15%	0.7%	-5%	-1%	4%	-4%[2.3 µM]	.
COc1cc(NC(=O)CN2CC(c3ccccc3)CC2=O)cc(OC)c1 (centres undefined)	-11%	6%	0%	-3%	-5%	0.8%	2%	5%	-3%	-2%	-2%
FC(F)(F)c1nnc2ccc(N3CCOCC3)nn12	1%	4%	-1%	12%	32%[activator]	-1.9%	5%	-2%	?	0%	7%
O=C(c1cnccn1)N1CCC2(CCN(Cc3ccccc3)CC2)CC1	2%	-10%	1%[11.4 µM]	4%	17%	0.7%	4%	-6%	-3%	-2%	0%[9.22 µM]

The last three entries of the section above are carried over, then new ones follow:
SMILES	Tau fil binding	Ub-GFP proteasome	FLuc inh	ERK AVP block	15-hLO inh	HBB splicing	HADH2 inhib	Pol III holo inh	CRE-bla Fsk	Hsp90 Hop PPI	GFP derepression
COc1cc(NC(=O)CN2CC(c3ccccc3)CC2=O)cc(OC)c1 (centres undefined)	-11%	6%	0%	-3%	-5%	0.8%	2%	5%	-3%	-2%	-2%
FC(F)(F)c1nnc2ccc(N3CCOCC3)nn12	1%	4%	-1%	12%	32%[activator]	-1.9%	5%	-2%	?	0%	7%
O=C(c1cnccn1)N1CCC2(CCN(Cc3ccccc3)CC2)CC1	2%	-10%	1%[11.4 µM]	4%	17%	0.7%	4%	-6%	-3%	-2%	0%[9.22 µM]
CC(=O)Nc1ccc(S(=O)(=O)N2CCC(NC(C)=O)(c3cccc(F)c3)CC2)cc1	-8%	1%	-17%	-7%	-4%	1.3%	1%	-4%	0%	-1%	0%
CC(Oc1ccc(Cl)cc1)C(=O)Nc1ncccn1 (centres undefined)	-1%	1%	0%	-2%	4%	.	-3%	-1%	-3%	-2%	-1%
Cc1ccc(Cn2nnnc2CN2CCC(O)(c3ccc(F)cc3)CC2)cc1	2%	0%	0%	4%	-5%	.	3%	-1%	5%	-4%	1%
CCN(CC)S(=O)(=O)c1cc(C(=O)O)ccc1Cl	-2%	13%	0%	-18%	7%	-0.2%	-6%	-2%	-3%	-2%	0%
c1nc(N2CCOCC2)c2cc(-c3ccoc3)ccc2n1	5%	0%	0%[2.29 µM]	?	-5%	-1.2%	-17%	-4%	?	-4%	-4%[9.22 µM]
CCc1nnc(NC(=O)CSc2nc3c(cc2C#N)CCC3)s1	10%	13%	3.2µM*	-5%	9%	-0.8%	?	0%	1.6µM*	-3%	-3%
COc1ccc(C)cc1NC(=O)C1CCCN(S(=O)(=O)c2cccc3nonc23)C1 (centres undefined)	-24%	-1%	-1%	21%	5%	-1.1%	7%	-1%	-3%	-3%	10%
CCCC(c1nnnn1Cc1cccs1)N1CCN(c2nc3ccccc3s2)CC1 (centres undefined)	11%	5%	1%	-14%	1%	-0.2%[57.5 µM]	8%	1%	2%	-3%	1%
COc1cc(-c2csc(C)n2)ccc1O	-1%	6%	1%	-13%	-24%	0.3%	-9%	2%	12%	-3%	11%
CCC1(C(=O)OC)NC(c2ccco2)C2C(=O)N(c3ccccc3)C(=O)C21 (centres undefined)	26%	3%	-9%	-4%	0%	.	-7%	-2%	-8%	-4%	1%
CC1=[N+]([O-])C(C)(C)C(C)N(O)C1=O (centres undefined)	0%	10%	0%	-1%	-1%	3.1%[57.5 µM]	?	-6%	1%	-2%	2%
CCOC(=O)c1csc(NC(=O)CSc2nnnn2CC)n1	11%	-8%	1%	-10%	-3%	0.3%[57.5 µM]	10%	-5%	?	0%	0%
Nn1c(COc2ccccc2)nnc1SCc1cc(=O)[nH]c2ccccc12	2%	-2%	2%	-29%	3%	1.8%	4%	-2%	-2%	-3%	0%
CN1CCN(c2nc3c(c(=O)n(C)c(=O)n3C)n2CC(=O)C23CC4CC(CC(C4)C2)C3)CC1	45%	0%	0%	?	4%	3.6%[1.84 µM]	11%	0%	?	-7%	-2%
Cc1ccc(C2C(C(=O)c3sc(C)nc3C)=C(O)C(=O)N2CCCN(C)C)o1 (centres undefined)	-4%	-2%	2%	-2%	2%	0.0%[57.5 µM]	?	-8%	?	0%	2%
CCOC(=O)Cc1c(C)nc2c(-c3cccc(Br)c3)c[nH]n2c1=O	-5%	-13%	-2%	?	33%[activator]	-2.1%	25µM*	5%	-16%	-6%	2%

Two of the compounds above, with bars between the fields:
structure | Tau fil binding | Ub-GFP proteasome | FLuc inh | ERK AVP block | 15-hLO inh | HBB splicing | HADH2 inhib | Pol III holo inh | CRE-bla Fsk | Hsp90 Hop PPI | GFP derepression
COc1ccc(C)cc1NC(=O)C1CCCN(S(=O)(=O)c2cccc3nonc23)C1 (centres undefined) | -24% | -1% | -1% | 21% | 5% | -1.1% | 7% | -1% | -3% | -3% | 10%
CCCC(c1nnnn1Cc1cccs1)N1CCN(c2nc3ccccc3s2)CC1 (centres undefined) | 11% | 5% | 1% | -14% | 1% | -0.2%[57.5 µM] | 8% | 1% | 2% | -3% | 1%
